From PubChem
EBNA-1 inh: blocks EBNA-1 binding to DNA; EBNA-1 DNA binding, fluorescence polarization; inhibition, % at 14.8 µM; 300,000 compounds, 0.34% hits; AID 1950; in the data active = inhibition above about 28%
Fh CTSL1 inh: counter-screen for PFM18AAP inhibitors: inhibitors of F. hepatica cathepsin L1 | 300,000 compounds, 0.49% hits | inhibition, % at 5.96 µM | recombinant F. hepatica cathepsin L1, Z-Leu-Arg-MCA fluorescence;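 active = inhibition above the mean of all tested compounds plus 3 SD, set per screening campaign, cut at about 17% in these data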;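 note: 0% = plate median of test compound wells and 100% = 1 µM Z-Phe-Ala-diazomethylketone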
PP5 inh: PP5 (human) phosphatase inhibition | inhibition, % at 6.7 µM | 320,000 compounds, 0.18% hits | purified PP5c, OMFP substrate fluorescence;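 active = inhibition above the campaign's mean inhibition across all tested compounds plus 3 SD, cut at about 9.5% in these data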;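 note: 0% = DMSO only and 100% = 100 µM cantharidin control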
CR mimetic SO: yeast age-related superoxide inhibition as caloric restriction mimetic; 330,000 compounds, 0.18% hits; S. cerevisiae aged cells, superoxide DHE fluorescence; active compounds read low; superoxide response (% of plate mean), % at 10 µM; AID 2690;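 active = superoxide response under a set limit, about three screen SD below normal, cut at about 65% in these data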;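 note: yeast aged for seven days with compound at 30 °C before DHE staining; 100% = average MFI of all compound-treated wells on the plate with controls excluded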
JMJD2C inh: blocks human GASC-1 demethylase activity; inhibition, % at 2.35 µM; 330,000 compounds, 0.069% hits; AID 2099; GST-JMJD2C(1-420) H3K9me3 demethylation, DELFIA europium;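 active = more than half of a compound's replicate wells show inhibition beyond 50%, single wells judged on their own value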;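 note: signal counts dimethyl H3K9 product captured on neutravidin plate; 0% = median of DMSO wells and 100% = 0.3 times that DMSO median; strong numbers were not always called active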
Target sequence (Q9H3R0 1-420 limits assumed): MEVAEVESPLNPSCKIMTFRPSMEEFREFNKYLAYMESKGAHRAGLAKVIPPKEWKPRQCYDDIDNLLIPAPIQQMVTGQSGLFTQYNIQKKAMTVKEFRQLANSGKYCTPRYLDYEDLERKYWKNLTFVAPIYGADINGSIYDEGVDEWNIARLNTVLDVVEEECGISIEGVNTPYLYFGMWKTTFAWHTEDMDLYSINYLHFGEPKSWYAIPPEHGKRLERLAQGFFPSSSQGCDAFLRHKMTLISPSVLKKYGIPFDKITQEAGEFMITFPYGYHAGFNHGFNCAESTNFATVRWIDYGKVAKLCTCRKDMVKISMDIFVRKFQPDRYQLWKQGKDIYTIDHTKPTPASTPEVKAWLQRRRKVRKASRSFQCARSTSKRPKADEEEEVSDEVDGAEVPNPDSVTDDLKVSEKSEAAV
TPT1 inh: C. albicans TPT1 enzyme inhibition. inhibition, % at 5 µM. 300,000 compounds, 0.81% hits. recombinant caTPT1, FP RNA substrate dephosphorylation. AID 1962;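 active = inhibition above the mean of all tested compounds plus 3 SD, set per screening campaign, cut at about 24% in these data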;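 note: plate controls were DMSO alone for no effect and ferristatin control at 100 nM for full effect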
core dimer inh: HCV core protein dimerization inhibition | TR-FRET GST/Flag-core106 dimerization, 1536-well | inhibition, % at 5 µM | 300,000 compounds, 0.33% hits | AID 1899;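 active = inhibition above the mean of all tested compounds plus 3 SD, set per screening campaign, cut at about 45% in these data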
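Assay system: Tagged HCV core106 pair (GST and Flag) | Buffer or medium: KF-containing HEPES buffer, pH 7.45, DTT, CHAPS, BSA | Also added: Eu donor and XL665 acceptor anti-tag antibodies | Dosing: One concentration, 5 µM, in 0.5% DMSO | Timing: 4 h at 22.5 °C | Technique: TR-FRET 671 and 617 nm emission | Repeats: Singlicate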
ZTA counter: counter-screen for EBNA-1 inhibitors: inhibitors of Epstein-Barr virus ZTA; P03206; ZTA-DNA binding, fluorescence polarization; inhibition, % at 11 µM; 320,000 compounds, 0.15% hits; in the data active = inhibition above about 33%
Target sequence (P03206 whole entry, looked up): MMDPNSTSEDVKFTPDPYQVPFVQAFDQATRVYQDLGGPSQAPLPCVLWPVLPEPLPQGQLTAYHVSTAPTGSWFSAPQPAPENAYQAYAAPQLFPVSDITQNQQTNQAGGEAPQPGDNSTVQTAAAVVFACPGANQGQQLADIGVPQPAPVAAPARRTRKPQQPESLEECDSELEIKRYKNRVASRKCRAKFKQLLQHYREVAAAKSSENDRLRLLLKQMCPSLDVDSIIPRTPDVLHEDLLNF
PP1 counter: blocks human PP1-alpha phosphatase, a PP5 counter-screen; 320,000 compounds, 0.9% hits; inhibition, % at 6.7 µM; purified PP1alpha, OMFP fluorescence; AID 2235;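 active = inhibition above the mean inhibition of all tested compounds plus 3 SD, computed separately for each screening campaign, cut at about 15% in these data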
Target sequence (P62136 whole entry, looked up): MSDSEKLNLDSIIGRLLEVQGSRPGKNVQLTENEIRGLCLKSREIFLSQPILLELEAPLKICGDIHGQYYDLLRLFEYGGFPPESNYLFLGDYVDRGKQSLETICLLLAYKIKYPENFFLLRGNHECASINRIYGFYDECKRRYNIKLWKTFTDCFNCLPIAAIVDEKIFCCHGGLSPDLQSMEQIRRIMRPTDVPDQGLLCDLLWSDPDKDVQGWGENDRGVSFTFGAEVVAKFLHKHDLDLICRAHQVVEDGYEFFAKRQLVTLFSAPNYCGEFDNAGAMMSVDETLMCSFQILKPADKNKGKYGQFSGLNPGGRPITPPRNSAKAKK
Numbers without * were called inactive; . = no result given.

item	molecule	EBNA-1 inh	Fh CTSL1 inh	PP5 inh	CR mimetic SO	JMJD2C inh	TPT1 inh	core dimer inh	ZTA counter	PP1 counter
1	O=C(CC1NC2CCCCC2NC1=O)Nc1cccc(C(F)(F)F)c1 (configuration not stated)	-7	-3	0.8	109	-10	0	-4	-3	-4
2	COC(=O)c1ccccc1NC(=O)CN1CCCCCC1	-17	1	3.0	98	16	2	6	-12	-1
3	CC(=O)Nc1ccc(S(=O)(=O)N2CCCC2C(=O)Nc2ccc3c(c2)OCCO3)cc1 (configuration not stated)	-7	1	-0.6	92	-16	-2	-7	-7	-3
4	O=C(NCc1cccs1)N[C@@H](Cc1ccccc1)C(=O)O	-1	-5	2.4	112	-10	0	0	-3	-7
5	C=C(C)CC1Nc2ccccc2NC1CC(=C)C (configuration not stated)	12	2	-0.2	87	-4	4	-2	8	1
6	C=CCNC(=O)/C(=C\C=C\c1ccccc1)NC(=O)c1ccc(OCCCC)cc1	-2	8	3.6	97	-5	0	29	10	8
7	CC(NC(=O)/C(C#N)=C/c1ccc(N2CCOCC2)cc1)c1ccccc1 (configuration not stated)	-2	1	2.1	98	0	21	8	-2	-1
8	Cc1c(C(=O)Oc2ccc(Cl)cc2)n(C)oc1=O	5	-1	1.1	98	-11	-4	2	4	-3
9	O=C(c1ccc(Cl)cc1)c1ccc(OCC(=O)N2CCOCC2)cc1	-10	1	3.1	106	-2	5	-2	-8	-2
10	O=C(Cn1cc(C(F)(F)F)cc(Cl)c1=O)Nc1cccc(S(=O)(=O)N2CCCCC2)c1	.	.	3.9	88	2	.	.	1	-1
11	CC(=O)NCCCCCCNC(C)=O	1	-1	1.8	108	-3	-1	-8	6	-2
12	CCNC(=O)C(=O)NCCC1CCCCN1S(=O)(=O)c1cccs1 (configuration not stated)	-7	3	-0.8	101	-9	4	-4	5	-8
13	CCCCOCCCNC(=O)CCCOc1ccccc1	-12	-1	1.6	103	-17	-2	-7	0	-4
14	O=C(NCCn1c(C(F)(F)F)nc2ccccc21)[C@H]1CCCN1c1nc(CN2CCCCC2)cs1	-4	0	1.1	105	-2	-2	2	8	-6
15	CC(C)NC(=O)C(OC(=O)c1ccccc1)C(OC(=O)c1ccccc1)C(=O)O (configuration not stated)	11	-1	1.7	113	-7	-9	-5	12	4
16	Cc1ccccc1CNS(=O)(=O)c1c(C(=O)N2CCCCC2)c(C)n(C)c1C	-8	-1	3.0	85	19	2	4	-1	-2
17	Nc1ccc2oc(=O)c3ccccc3c2c1	-6	-1	0.6	105	-7	-4	-2	-1	0
18	CC(C)OCCCNS(=O)(=O)c1ccc2ccccc2c1	-13	-1	0.0	142	-22	1	0	1	2
19	COc1ccc(N(C(=O)c2cccnc2)S(=O)(=O)c2cc(OC)ccc2OC)cc1	-14	-2	0.2	104	6	-2	9	-3	-1
20	O=[N+]([O-])c1ccccc1CNC1CCCc2ccccc21 (configuration not stated)	-5	-5	-1.7	116	3	-1	4	7	0
21	Cc1occc1-c1nnc(SCC(=O)N(C)CCC#N)n1N	5	-3	1.4	106	-5	0	-4	3	-5
22	Cc1cc(C)c2c(-n3cccc3)c(C(=O)O)sc2n1	-2	-3	3.1	99	-1	4	-2	-4	-3
23	O=C(CSc1nc2ccc([N+](=O)[O-])cc2[nH]1)c1ccc2ccccc2c1	-5	-4	4.0	108	-3	2	-3	-26	6
24	CCN1CCN(C(=O)C(NS(=O)(=O)c2ccc3nc(C)sc3c2)C(C)C)CC1 (configuration not stated)	11	2	-0.7	101	5	-3	-1	13	-5
25	O=C(NCCc1ccc(Cl)cc1)c1ccc2c(c1)OCO2	-4	-2	4.5	102	-6	-1	-2	6	-3
26	O=C(NNC(=S)NCCCN1CCOCC1)c1ccncc1	5	2	1.6	102	10	3	3	10	-5
27	O=C(CC1C(=O)NCCN1C1CCCC1)NCc1cccc(OC(F)(F)F)c1 (configuration not stated)	-1	-2	2.4	99	-2	-2	4	2	1
28	Cc1ccc(Cn2c(CN3CCN(C(=O)c4ccco4)CC3)nc3c2c(=O)n(C)c(=O)n3C)cc1	12	2	0.1	101	-2	-4	-1	-5	2
29	CC(=O)c1cnn(-c2ccc(Cl)cc2)c1C	-3	4	-1.0	100	1	-1	5	-1	-1
30	CCOC(=O)Cc1[nH]nc2c1C(Cc1ccccc1)C(C#N)=C(N)O2 (configuration not stated)	15	-3	-1.0	92	4	-1	-8	-12	0
31	O=C(CSc1nc2c(sc3ccccc32)c(=O)n1CCCN1CCCC1)NCC1CCCO1 (configuration not stated)	13	-3	0.8	98	2	-3	-2	3	0
32	COc1ccccc1C1OC2=C(Nc3ccc([N+](=O)[O-])cc3N2)C1=O (configuration not stated)	10	-3	2.5	99	1	2	0	-12	-2
33	Cc1cc(Cl)ccc1OC(C)C(=O)NN1C(=O)c2ccccc2C1=O (configuration not stated)	-2	2	2.1	95	5	-1	-6	-4	-3
34	CC[n+]1c(/C=C/C=C/N(C(C)=O)c2ccccc2)sc2cc(OC)ccc21	7	1	0.8	106	-1	56*	-8	-4	7
35	O=C1CN(C(=O)c2c(F)cccc2F)C(c2ccc(F)cc2)c2cc(Br)ccc2N1 (configuration not stated)	-5	-2	2.0	106	9	-5	-9	-18	4
36	COc1ccc(OC)c(-n2c(SCC(=O)Nc3cc(C)on3)nnc2-c2c[nH]c3ccccc23)c1	-12	4	4.2	100	9	1	-3	-3	-2
37	O=C(CN1CCOCC1)Nc1nc(-c2ccc(Cl)cc2)cs1	1	0	2.4	103	-3	-4	1	1	4
38	CC(C)(C)c1ccc(C(CC(=O)O)NC(=O)c2ccccc2F)cc1 (configuration not stated)	5	-1	3.3	101	-4	-4	1	-2	-1
39	CC(OC(=O)C1CCN(c2ccc(C(F)(F)F)cn2)CC1)C(=O)NC1CCCCC1C (configuration not stated)	.	.	-2.0	117	5	.	.	5	-1
40	O=C(NCCN1CCNC1=O)C1CCC(=O)N(Cc2ccccc2F)C1 (configuration not stated)	9	-3	0.5	81	-10	0	-5	-14	-1
41	O=C(Cc1cn2ccsc2n1)NCCc1ccc(F)cc1	-6	7	-0.5	102	0	2	5	6	0
42	O=C(CSc1nc2c(c(=O)n1-c1ccc(Cl)cc1)SCC2)NCC1CCCO1 (configuration not stated)	-1	-2	-0.1	100	-4	-1	-5	-24	0
43	O=C(CCN1C(=O)C2C3C=CC(C3)C2C1=O)N1CCCCC1 (configuration not stated)	-7	-3	-0.5	89	1	-3	-1	6	0
44	CC(=O)N1C(=O)/C(=C2\SC(=S)N(NC(=O)c3ccc(O)cc3)C2=O)c2ccccc21	1	21*	2.0	104	30	-1	8	-15	0
45	CCOC(=O)c1c(NC(=O)CN2C(=O)C(=O)N(C(C)C)C2=O)sc(C)c1CC	.	.	3.9	99	2	.	.	6	11
46	Cc1cc(C)nc(N/N=C/c2c(CO)cnc(C)c2O)n1	2	0	0.3	95	6	-1	-2	1	2
47	O=C1Nc2ccccc2Nc2ncccc21	-3	-2	3.7	96	5	-3	-2	-2	-7
48	COc1ccc(CCc2nnc(CCC(=O)NCC3CCCO3)o2)cc1 (configuration not stated)	-16	-2	-0.2	90	-1	-4	-2	-31	1
49	Cc1ccc(-c2nnc(-c3ccc(Br)cc3)o2)o1	5	1	0.9	119	-22	-1	7	10	-2
50	Cc1ccc(OCC(=O)NCC(=O)n2nc(C)cc2C)cc1	1	-2	-0.4	100	4	-7	-6	-24	-6
51	Nc1ccccc1C(=O)NNC1=C(C(=O)C(F)(F)F)CCC1	-4	8	4.4	100	3	-3	-2	6	-3
52	S=c1[nH]nc(COc2ccccc2)n1/N=C/c1cccc(Cl)c1Cl	5	-3	3.0	105	5	0	9	-5	2
53	COCCCNc1nc2ccccc2nc1NS(=O)(=O)c1ccc(C)cc1C	-3	6	0.5	92	4	-2	4	5	-1
54	COc1ccccc1NC(=O)CNC(=O)c1ccccc1	12	-2	-2.3	90	-9	-6	1	0	-1
55	CC(=C\C(=O)O)/C(=C/c1ccc(C)o1)C(=O)O	-1	-2	-2.1	102	15	-3	1	21	1
56	CC1(c2ccccc2)NC(=O)N(CC(=O)N2CCOCC2)C1=O (configuration not stated)	8	4	0.9	91	-10	0	-2	-5	0
57	CC(C)=CCN1CCN(Cc2cnc(N3CCOCC3)s2)CC1CCO (configuration not stated)	4	6	-0.4	93	8	3	-5	25	-1
58	CN1CCN(C(=O)CCc2nc3ccccc3c(=O)[nH]2)CC1	-7	2	-0.8	107	-5	3	1	1	-3
59	CCSc1nnc(NC(=O)CSc2nncc(=O)n2N)s1	0	1	0.8	91	-24	-4	-3	-28	1
60	COC(=O)C1CC(O)CN1C(=O)c1ccco1 (configuration not stated)	-5	0	1.2	99	0	-3	2	2	-2

(continued)
item	molecule	EBNA-1 inh	Fh CTSL1 inh	PP5 inh	CR mimetic SO	JMJD2C inh	TPT1 inh	core dimer inh	ZTA counter	PP1 counter
61	C=C(C)COc1ccc(-c2ncncc2Oc2ccc(OC)cc2)c(O)c1	6	1	3.4	85	-19	2	4	-9	4
62	CCOC(=O)c1ccccc1OCc1cc(/C=N/NC(=O)c2cccnc2)ccc1OC	4	0	-0.2	101	14	1	-2	0	-4
63	COc1ccc(NS(=O)(=O)c2cccc(Cl)c2Cl)cc1S(=O)(=O)N1CCCCC1	-3	1	-2.5	93	-1	3	13	16	-2
64	O=C(O)CCC(=O)N1N=C(c2cccs2)CC1c1ccc(Br)cc1 (configuration not stated)	-9	-1	3.8	108	-7	-1	3	-16	3
65	COc1cccc(C(=O)NC(=S)Nc2nnn(C)n2)c1	4	-1	-1.7	97	-1	-1	-8	-10	-4
66	CC(C)NC[C@H](O)c1ccc(O)c(O)c1	-2	-2	-0.2	70	.	0	10	-1	-1
67	COc1ccccc1NC(=O)c1ccccc1NC(=O)c1ccccc1C(=O)O	-8	3	0.3	108	-6	-1	-14	3	5
68	CCCC1=C/C(=C/c2ccc(-c3ccccc3OC)o2)C(=O)O1	-1	-6	-1.2	105	-9	22	28	5	0
69	Brc1ccccc1-c1nnc2sc(Cc3ccccc3)nn12	-1	3	0.2	101	3	0	4	6	5
70	C/C(CC(=O)Nc1cc(Cl)ccc1Cl)=N\NC(=O)c1ccccc1Br	3	0	3.1	94	19	-1	-9	-4	3
71	Cc1ccc(C(=O)COC(=O)c2ccc3c(c2)C(=O)N(c2cccc4ncccc24)C3=O)cc1	0	0	4.5	100	11	1	8	-12	4
72	COc1ccc(OC)c(NC(=S)NC(=O)c2ccc(Br)o2)c1	-6	0	2.7	97	-16	1	-135	1	-2
73	NC1=NC(c2ccccc2C(F)(F)F)N(c2ccc(F)c(Cl)c2)C(N)=N1 (configuration not stated)	-6	0	-1.7	97	-16	4	-1	-5	-2
74	Cc1cccc(-n2nc3c(c2NC(=O)C2CC2)CS(=O)(=O)C3)c1C	-8	-2	2.2	96	-3	-2	0	-5	1
75	O=c1[nH]c2ccccc2n2c(C(F)(F)F)nnc12	-6	1	0.2	103	-30	0	-5	1	0

An unsorted share of the library (roughly 3.1% active in at least one column).
